# Bioassay records from PubChem.
# CIT2 TOR yeast – yeast TOR pathway CIT2-GFP modulation. hit rate 0.065% among 320,000. GFP response vs DMSO, % at 10 µM. S. cerevisiae CIT2-GFP strain, flow cytometry, 3 h; 100 means same as DMSO wells;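 active means GFP response relative to DMSO above a set limit, near the screen mean plus 3 SD, cut at about 150% in these data; inconclusive means Fewer than 70 cells measured for a yeast strain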;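 further: ratio of well median GFP fluorescence to mean of DMSO wells on the plate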
# RPL19A TOR yeast – modulators of TOR pathway RPL19A-GFP in S. cerevisiae; S. cerevisiae RPL19A-GFP strain, flow cytometry, 3 h; hits give low values; percent response vs DMSO, % at 10 µM; hit rate 0.3% among 330,000; AID 2025;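 active means percent response vs DMSO below 50%; inconclusive means fewer than 70 events counted for the yeast strain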;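 further: median channel GFP fluorescence of the barcoded RPL19A-GFP strain; ratio of sample median GFP to plate DMSO average so 100% = DMSO; lower means less RPL19A-GFP as with rapamycin TOR inhibition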
# proCasp3 act – activates human procaspase-3. hit rate 0.11% among 330,000. P42574. activation, % at 8.5 µM. recombinant procaspase-3 D3A, Ac-DEVD-pNA absorbance 405 nm;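 active means activation above the mean of all tested compounds plus 3 SD, cut at about 21% in these data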;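 further: 0% = DMSO alone and 100% = DMSO wells spiked with extra 5 µM PC-3 D3A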
# Target sequence (P42574 whole entry D9A/D28A/D175A): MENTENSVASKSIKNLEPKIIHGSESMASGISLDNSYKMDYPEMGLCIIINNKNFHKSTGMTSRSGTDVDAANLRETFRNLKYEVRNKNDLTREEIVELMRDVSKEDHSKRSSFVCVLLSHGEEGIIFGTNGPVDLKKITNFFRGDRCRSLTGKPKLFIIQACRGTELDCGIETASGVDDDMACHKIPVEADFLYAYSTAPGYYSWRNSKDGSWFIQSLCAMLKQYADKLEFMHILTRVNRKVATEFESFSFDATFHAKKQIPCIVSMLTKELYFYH
#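 Test system: Procaspase-3 D3A mutant, all three cleavage aspartates alanine | Dosing: Single dose, 8.5 µM nominal compound, 0.8% DMSO | Schedule: 1 h preincubation, 2 h reaction | Technique: 405 nm absorbance of p-nitroaniline, reads at 0 and 120 min | Repeats: One well per compound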
# procasp7 counter – counter-screen for procaspase-3 activators: activators of human procaspase-7; P55210; recombinant procaspase-7, Ac-DEVD-pNA absorbance 405 nm; D23A/D198A/D206A triple mutant, cannot self-cleave; scale: DMSO 0, 5 µM enzyme 100; activation, % at 8.5 µM; hit rate 0.093% among 330,000; AID 463210;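 active means percent activation above the screen-wide mean plus 3 SD, cut at about 25% in these data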
#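 System: Uncleavable procaspase-7 mutant enzyme; Amount: 2 µM procaspase-7 mutant as dispensed; Schedule: 1 h compound preincubation, 2 h substrate cleavage, 25 °C; Measured by: 405 nm absorbance of p-nitroaniline; Evaluation: percent activation from buffer-corrected 0–120 min absorbance change; Control set: low DMSO alone, high DMSO plus 5 µM PC-7.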
# AGP1-GFP MLPCN – modulators of TOR pathway AGP1-GFP in S. cerevisiae. GFP response vs DMSO, % at 10 µM. hit rate 0.02% among 320,000. S. cerevisiae AGP1-GFP multiplex flow cytometry, 3 h; GFP as percent of DMSO wells. AID 2066;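 active means GFP response relative to DMSO above a set limit, near screen average plus 3 SD, cut at about 150% in these data; inconclusive means fewer than 70 cells counted for the yeast strain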;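 further: median GFP channel fluorescence of the gated AGP1 strain per well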
# LAP4 TOR yeast – modulators of TOR pathway LAP4-GFP in S. cerevisiae; S. cerevisiae LAP4-GFP multiplex, flow cytometry GFP, 3 h; median GFP as percent of DMSO wells; GFP response vs DMSO, % at 10 µM; hit rate 0.34% among 320,000; AID 2023;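 active means GFP response vs DMSO above a set limit, about the screen mean plus 3 SD, cut at about 150% in these data; inconclusive means under 70 cell events counted for the yeast strain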
# AHR activator – human AHR activation. activation, % at 5 µM. AHR-responsive luciferase reporter cells, luminescence. AID 2796. hit rate 2.5% among 320,000. P35869; in the data active means activation above about 47%;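 further: 0% = vehicle wells and 100% = reference agonist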
# Target sequence (P35869 whole entry, looked up): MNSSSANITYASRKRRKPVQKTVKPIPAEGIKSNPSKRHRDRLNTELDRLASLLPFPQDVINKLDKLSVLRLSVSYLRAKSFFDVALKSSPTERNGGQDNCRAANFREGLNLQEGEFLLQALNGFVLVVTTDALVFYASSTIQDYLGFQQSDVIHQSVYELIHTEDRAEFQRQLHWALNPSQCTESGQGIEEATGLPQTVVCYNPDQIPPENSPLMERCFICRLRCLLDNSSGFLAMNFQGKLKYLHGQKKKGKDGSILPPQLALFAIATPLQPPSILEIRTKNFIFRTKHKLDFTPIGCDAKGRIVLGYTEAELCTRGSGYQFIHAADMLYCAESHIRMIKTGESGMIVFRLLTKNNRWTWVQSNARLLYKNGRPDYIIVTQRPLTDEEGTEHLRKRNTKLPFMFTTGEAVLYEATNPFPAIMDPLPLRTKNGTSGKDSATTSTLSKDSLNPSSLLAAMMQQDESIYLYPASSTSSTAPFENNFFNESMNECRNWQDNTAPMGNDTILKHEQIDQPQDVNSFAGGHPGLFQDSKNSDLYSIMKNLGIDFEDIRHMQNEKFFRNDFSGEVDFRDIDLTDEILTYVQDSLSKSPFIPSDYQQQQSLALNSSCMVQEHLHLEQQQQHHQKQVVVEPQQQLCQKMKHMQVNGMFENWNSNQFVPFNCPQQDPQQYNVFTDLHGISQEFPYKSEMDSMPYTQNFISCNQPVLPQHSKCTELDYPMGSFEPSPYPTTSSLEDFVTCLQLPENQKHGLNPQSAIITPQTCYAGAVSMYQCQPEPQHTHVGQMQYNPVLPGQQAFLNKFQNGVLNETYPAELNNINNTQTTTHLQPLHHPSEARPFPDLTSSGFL
# MEP2-GFP yeast – modulators of TOR pathway MEP2-GFP in S. cerevisiae. S. cerevisiae MEP2-GFP strain, flow cytometry GFP, 3 h; 100% = DMSO control level. GFP response vs DMSO, % at 10 µM. hit rate 0.51% among 330,000. AID 2016;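 active means GFP response versus DMSO above a set limit, roughly screen mean plus 3 SD, cut at about 180% in these data; inconclusive means fewer than 70 cells counted for a yeast strain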;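 further: median GFP fluorescence of the barcode-gated MEP2-GFP cells per well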
# * = called active by the depositor; ? = inconclusive; nt = not tested or not shown.
smiles	AHR activator	AGP1-GFP MLPCN	MEP2-GFP yeast	LAP4 TOR yeast	RPL19A TOR yeast	CIT2 TOR yeast	procasp7 counter	proCasp3 act
OC(COc1ccc(Cl)cc1)CN1CCC(Cc2ccccc2)CC1 (stereo not drawn)	0	103	95	95	98	93	-8	4
O=C1N(Nc2ccccc2)C(c2ccc(Br)cc2)C12CCCC2 (stereo not drawn)	-6	109	110	93	102	113	1	-4
C[C@H](OC(=O)n1ccnc1)[C@@H]1O[C@@]2(C)CCC[C@@H]1O2	-1	96	92	101	97	103	0	8
O=C(OC1CCCCC1=O)c1cccc(S(=O)(=O)N2CCCCC2)c1 (stereo not drawn)	-1	110	104	106	102	101	6	-109
COCCn1c(SCC(=O)Nc2cccc(OC)c2)nnc1-c1ccccc1	0	102	101	94	98	102	7	4
COc1cc(Cl)c(C)cc1NC(=O)c1ccc2c(SCC(=O)O)c3c(nc2c1)CCCC3	-4	90	95	118	101	89	3	0
CCc1cccc(CC)c1NC(=O)CO/N=C(\N)CC(=O)NC1CCCCC1	4	93	98	88	106	103	10	0
CCN(CC)CCN(C(=O)/C=C/c1cccs1)c1nc2ccc(C)cc2s1	3	102	107	101	99	96	-11	-8
OCCC1CN(Cc2cnc(-c3ccc(Cl)cc3)nc2)CCN1C1CCCCC1 (stereo not drawn)	2	109	112	110	101	105	-6	-2
CC(C)(C)NS(=O)(=O)c1ccc(/C=C/C(=O)O)cc1	4	108	101	106	97	104	2	5
CC(C(=O)NC1CCCCCC1)c1ccc([N+](=O)[O-])cc1 (stereo not drawn)	-3	96	131	112	99	104	4	9
N#Cc1cc2c(nc1SCc1ccccc1)CCCCC2	-9	?	?	?	?	?	7	-3

# 3 entries drawn at random from the list so far, as already listed:
smiles	AHR activator	AGP1-GFP MLPCN	MEP2-GFP yeast	LAP4 TOR yeast	RPL19A TOR yeast	CIT2 TOR yeast	procasp7 counter	proCasp3 act
COCCn1c(SCC(=O)Nc2cccc(OC)c2)nnc1-c1ccccc1	0	102	101	94	98	102	7	4
O=C1N(Nc2ccccc2)C(c2ccc(Br)cc2)C12CCCC2 (stereo not drawn)	-6	109	110	93	102	113	1	-4
CC(C)(C)NS(=O)(=O)c1ccc(/C=C/C(=O)O)cc1	4	108	101	106	97	104	2	5

# Continuation.
smiles	AHR activator	AGP1-GFP MLPCN	MEP2-GFP yeast	LAP4 TOR yeast	RPL19A TOR yeast	CIT2 TOR yeast	procasp7 counter	proCasp3 act
O=C(CN1C(=O)c2ccccc2C1=O)Nc1nc(-c2cccc([N+](=O)[O-])c2)cs1	-1	104	100	99	100	105	2	-5
O=C(CN1CCN(C(=O)c2cccc(F)c2)CC1)NC1CCCCC1	-1	100	95	92	96	104	14	4
C=C1C[C@@]23CCC4[C@@](C)(CCC[C@@]4(C)C(=O)OC)C2CC[C@]1(OC(C)=O)C3 (stereo partly drawn)	-1	72	95	82	102	100	3	0
c1cnc(-c2noc(CN3CCN(C4C5CC6CC(C5)CC4C6)CC3)n2)cn1 (stereo not drawn)	1	90	94	94	92	86	-9	2
COc1ccc(Cl)c(NC(=O)Nc2c(C)n(-c3ccccc3)c(=O)n2C)c1	24	110	93	102	104	102	3	7
Cc1nn2c(NCc3cccnc3)c3c(nc2c1-c1ccccc1)CCC3	11	105	91	101	91	98	3	-6
COc1ccc(-c2nc(N)ncc2Oc2ccccc2Br)c(O)c1	17	102	101	102	98	102	-9	-2
COC(=O)c1sccc1NC(=O)c1cccc(Cl)c1	26	107	101	117	102	96	11	6
COc1ccc(N2CCOCC2)c(NC(=O)c2ccc3c(c2)OCO3)c1	4	101	97	105	102	107	3	5
COc1ccccc1-c1nnc(SCC(=O)NNC(=O)c2ccccc2F)n1C	11	101	104	101	99	110	3	4
CC(NC(=O)c1ccccc1NC(=O)c1ccco1)C(=O)O (stereo not drawn)	1	105	114	102	98	101	4	0
O=C(C1COc2ccccc2O1)N1CCN(c2ccccc2F)CC1 (stereo not drawn)	16	98	105	108	103	104	0	16

# Next section.
smiles	AHR activator	AGP1-GFP MLPCN	MEP2-GFP yeast	LAP4 TOR yeast	RPL19A TOR yeast	CIT2 TOR yeast	procasp7 counter	proCasp3 act
Cc1cc(-n2c(C)cc(C(=O)CN3C(=O)NC4(CCCCCC4)C3=O)c2C)no1	1	92	93	95	94	95	-5	1
Cc1cccc(CCNS(=O)(=O)c2ccc3c(c2)NC(=O)C(C)S3)c1 (stereo not drawn)	-1	91	91	92	92	95	-4	3
C=CCc1ccccc1OCC(=O)OCCNC(=O)c1cccnc1	1	103	100	95	96	97	-20	-12
O=C(c1cccs1)N(Cc1ccc(Cl)cc1)C1CCS(=O)(=O)C1 (stereo not drawn)	0	107	104	97	99	101	8	7
C=CCC1c2cccc(C(=O)O)c2C(=O)N1c1ccc(Cl)cc1 (stereo not drawn)	1	95	96	109	104	95	0	-4
CC(=O)N1CCN(C(=O)c2ccco2)CC1	0	93	106	103	102	98	4	16
COC(=O)c1ccc(CNC(=O)C2CCC(=O)N(Cc3cccc(F)c3)C2)cc1 (stereo not drawn)	2	83	79	76	91	86	-1	-5
CN(C)CCOc1ccccc1C(C)(C)C	0	104	102	101	99	106	-4	1
O=C(Cc1ccc(Cl)cc1)Nc1ccc(-c2nnc(-c3ccco3)o2)cc1	-2	100	103	96	102	99	15	0
O=C(C1=C[C@@H](C2CC2)C[C@@H](OCCCCO)O1)N1CCOCC1	0	84	97	125	94	73	-2	3
O=C(Nc1cccc(Oc2ccc3c(c2)C(=O)NC3=O)c1)c1cccs1	0	95	117	93	99	114	9	0
Cc1ccc2nc(-c3ccc(-c4cccc(Cl)c4)cc3)c(NCc3ccccc3)n2c1	86*	56	105	103	92	76	2	1

# Overlap with the part before: 3 entries; new compounds follow.
smiles	AHR activator	AGP1-GFP MLPCN	MEP2-GFP yeast	LAP4 TOR yeast	RPL19A TOR yeast	CIT2 TOR yeast	procasp7 counter	proCasp3 act
O=C(C1=C[C@@H](C2CC2)C[C@@H](OCCCCO)O1)N1CCOCC1	0	84	97	125	94	73	-2	3
O=C(Nc1cccc(Oc2ccc3c(c2)C(=O)NC3=O)c1)c1cccs1	0	95	117	93	99	114	9	0
Cc1ccc2nc(-c3ccc(-c4cccc(Cl)c4)cc3)c(NCc3ccccc3)n2c1	86*	56	105	103	92	76	2	1
Cc1ccc2c(C)c(C(=O)N(C)C(C)c3ccncn3)oc2c1C (stereo not drawn)	11	103	106	106	100	nt	-5	4
CNC(=O)c1ccsc1NC(=O)c1sc2ccccc2c1Cl	120*	98	108	97	100	90	-9	0
CCN1CCN(C(=S)c2ccc(Br)cc2)CC1	-1	116	105	102	104	100	-21	-14
CCOC(=O)CSC1=NC(=O)/C(=C/c2ccc(Br)cc2)S1	6	89	97	216*	84	82	-4	-7
O=C(CNC(=O)c1ccccc1)OCC(=O)N1N=C(c2ccc(Cl)cc2)CC1c1ccco1 (stereo not drawn)	-2	94	95	92	99	95	14	3
Cc1cc(S(=O)(=O)N(Cc2ccc(C(C)(C)C)cc2)Cc2cccs2)ccc1-n1cnnn1	4	97	96	97	100	96	5	8
Cc1ccc(-c2c(C(=O)N/N=C/c3ccc(C)o3)nnn2-c2nonc2N)cc1	11	111	120	112	113	115	4	-1
CC(COc1ccccc1)N1CCC(CO)(CCc2ccccc2)CC1 (stereo not drawn)	0	99	99	96	97	91	11	1
Cc1cc(NC(=O)COC(=O)c2cccc(S(=O)(=O)N3CCOCC3)c2)no1	0	97	101	103	94	94	-2	-3
CCC1CCCCN1S(=O)(=O)c1ccc(-n2cnnn2)c(C)c1 (stereo not drawn)	2	98	102	102	114	102	11	-7
O=C(Cn1nc(Cc2ccncc2)c2ccccc2c1=O)Nc1cccnc1Cl	-2	99	97	99	99	97	9	0
CC(=O)Nc1ccc(/C=C2\Sc3ccccc3C2=O)cc1	4	104	96	116	98	92	7	0

# (continued)
smiles	AHR activator	AGP1-GFP MLPCN	MEP2-GFP yeast	LAP4 TOR yeast	RPL19A TOR yeast	CIT2 TOR yeast	procasp7 counter	proCasp3 act
S=C(NCC(c1ccco1)N1CCCC1)Nc1ccccc1 (stereo not drawn)	2	99	97	115	97	90	-5	0
Cc1ccc(S(=O)(=O)CCC(=O)OCC(=O)N2CC(=O)Nc3ccccc32)cc1	0	98	100	91	95	100	10	6
Cc1cc(N2CCN(S(=O)(=O)c3ccc(Cl)c(Cl)c3)CC2)c2ccccc2n1	0	94	89	103	96	93	5	3
Cc1ccc(-c2nnc(SCC(=O)OC(C)C)n2N)cc1	-2	102	101	94	103	93	-2	1
CSc1ccc(CCNC(=O)c2cccc3c2C(=O)N(C2CCCCC2)C3)cc1	-1	106	108	108	110	100	-10	0
O=C(Nc1cc(C(F)(F)F)ccc1Cl)C(NCc1ccccc1)c1ccccc1 (stereo not drawn)	1	102	101	90	112	108	-6	0
O=C(COC(=O)c1cnccn1)NCc1ccccc1	0	103	105	108	99	109	-3	-1
Cc1c(NC(=S)N/N=C\c2ccccc2O)c(=O)n(-c2ccccc2)n1C	1	107	112	102	105	109	6	7
O=C(/C=C/c1cccc([N+](=O)[O-])c1)NC(=S)Nc1ccc(CN2CCOCC2)cc1	20	94	94	90	94	94	2	9
Cc1nnc(NC(=O)C(C)Oc2ccc3c(C)cc(=O)oc3c2)s1 (stereo not drawn)	27	103	101	103	98	96	3	-3
O=C(NCCc1ccco1)C(=O)NCCC1CCCCN1S(=O)(=O)c1ccccc1 (stereo not drawn)	-4	109	100	105	98	103	3	6
O=C(NCCCN1CCCC1=O)c1c(O)nc2ccccn2c1=O	5	95	99	90	97	98	2	3
CCCCCCCC(=O)N/N=C(\C)c1cccnc1	11	102	105	102	103	111	6	-12
CCc1ccc(C2NC(=O)c3ccccc3O2)cc1 (stereo not drawn)	-1	90	101	105	99	89	-7	7
CCOC(=O)Cc1csc(NC(=O)c2cc(=O)c3ccccc3o2)n1	0	89	97	93	95	83	0	2

# Six of the entries above in order of their number in AHR activator, smallest number first.
Structure,AHR activator
CCOC(=O)Cc1csc(NC(=O)c2cc(=O)c3ccccc3o2)n1,0
Cc1c(NC(=S)N/N=C\c2ccccc2O)c(=O)n(-c2ccccc2)n1C,1
S=C(NCC(c1ccco1)N1CCCC1)Nc1ccccc1 (stereo not drawn),2
O=C(NCCCN1CCCC1=O)c1c(O)nc2ccccn2c1=O,5
O=C(/C=C/c1cccc([N+](=O)[O-])c1)NC(=S)Nc1ccc(CN2CCOCC2)cc1,20
Cc1nnc(NC(=O)C(C)Oc2ccc3c(C)cc(=O)oc3c2)s1 (stereo not drawn),27

# Given field by field: 2 of the compounds above
> Cc1ccc(-c2nnc(SCC(=O)OC(C)C)n2N)cc1
  AHR activator = -2
  AGP1-GFP MLPCN = 102
  MEP2-GFP yeast = 101
  LAP4 TOR yeast = 94
  RPL19A TOR yeast = 103
  CIT2 TOR yeast = 93
  procasp7 counter = -2
  proCasp3 act = 1
> CSc1ccc(CCNC(=O)c2cccc3c2C(=O)N(C2CCCCC2)C3)cc1
  AHR activator = -1
  AGP1-GFP MLPCN = 106
  MEP2-GFP yeast = 108
  LAP4 TOR yeast = 108
  RPL19A TOR yeast = 110
  CIT2 TOR yeast = 100
  procasp7 counter = -10
  proCasp3 act = 0
